HGIII-sPLA2 inh – human group III sPLA2 inhibitors, primary screen, biochemical, QFRET, BODIPY PC-A2 liposome substrate. AID 743126, 2013. Group 3 secretory phospholipase A2 (Homo sapiens), Q9NZ20. QFRET BODIPY PC-A2 liposome hydrolysis, fluorescence. inhibition, % at 12.2 µM. 370,000 compounds, 0.56% hits;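 active means inhibition above mean plus 3 SD of compounds lying within the high and low control bounds, cut at about 19% in these data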;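 further: 0% = median of test compound wells and 100% = no enzyme DMSO wells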
ADAM10 inh – human ADAM10 inhibitors, primary screen, biochemical, QFRET, HTS; Disintegrin and metalloproteinase domain-containing protein 10 (Homo sapiens), O14672; recombinant ADAM10, EDANS/DABCYL FRET peptide cleavage, 3 h; inhibition, % at 7 µM; 370,000 compounds, 0.62% hits;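 active means inhibition above a per-campaign cutoff equal to the mean of compounds falling between control-based bounds plus 3 SD, cut at about 20% in these data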;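 further: 0% = DMSO wells while the 100% control is not disclosed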
rCAG binder – binders of r(CAG) RNA repeats, primary screen, biochemical, fluorescence; r(CAG) RNA repeat, TO-PRO-1 dye displacement fluorescence; 370,000 compounds, 1.3% hits; inhibition, % at 3 µM;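 active means inhibition above the plate cutoff, the mean of all test compounds on that plate plus 3 SD, cut at about 35% in these data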;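 further: 0% = DMSO alone and 100% = 100 µM mitoxantrone as full dye displacement; higher means more dye released from RNA so lower well fluorescence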
GAA850 FXN act – FXN promoter activators, primary screen, cell-based, luciferase luminescence, HEK293 lucGAA850; HEK293 lucGAA850 FXN promoter luciferase reporter, 24 h; percent of 10 µM SAHA response; AID 540364, 2011; 360,000 compounds, 0.56% hits; activation, % at 6 µM;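 active means activation above the average of all compounds screened plus 3 SD, cutoff fixed separately per campaign, cut at about 7.5% in these data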;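 further: 0% = DMSO wells and 100% = 10 µM SAHA wells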
ASAP1 GAP inh – inhibitors of human ASAP1 ArfGAP activity, primary screen, biochemical, fluorescence polarization. Arf-GAP with SH3 domain, ANK repeat and PH domain-containing protein 1 (Homo sapiens), …. ASAP1-stimulated ARF1 GTP hydrolysis, GDP FP detection. inhibition, % at 16.5 µM. 360,000 compounds, 0.19% hits; in the data active means inhibition above about 25%;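 further: 0% = vehicle with enzyme and substrate and 100% = no enzyme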
GC-B act – human GC-B receptor activators, primary screen, HEK293 GC-B cells, cGMP TR-FRET, EC30 CNP; Atrial natriuretic peptide receptor 2 (Homo sapiens), P20594; 0% at EC30 CNP, 100% saturating CNP; activation, % at 10 µM; 370,000 compounds, 0.11% hits; AID 1920062, 2024;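 active means activation at 10 µM reaching about 35% in either raw or pattern-adjusted values, limit read from the data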
Target sequence (P20594 whole entry, looked up): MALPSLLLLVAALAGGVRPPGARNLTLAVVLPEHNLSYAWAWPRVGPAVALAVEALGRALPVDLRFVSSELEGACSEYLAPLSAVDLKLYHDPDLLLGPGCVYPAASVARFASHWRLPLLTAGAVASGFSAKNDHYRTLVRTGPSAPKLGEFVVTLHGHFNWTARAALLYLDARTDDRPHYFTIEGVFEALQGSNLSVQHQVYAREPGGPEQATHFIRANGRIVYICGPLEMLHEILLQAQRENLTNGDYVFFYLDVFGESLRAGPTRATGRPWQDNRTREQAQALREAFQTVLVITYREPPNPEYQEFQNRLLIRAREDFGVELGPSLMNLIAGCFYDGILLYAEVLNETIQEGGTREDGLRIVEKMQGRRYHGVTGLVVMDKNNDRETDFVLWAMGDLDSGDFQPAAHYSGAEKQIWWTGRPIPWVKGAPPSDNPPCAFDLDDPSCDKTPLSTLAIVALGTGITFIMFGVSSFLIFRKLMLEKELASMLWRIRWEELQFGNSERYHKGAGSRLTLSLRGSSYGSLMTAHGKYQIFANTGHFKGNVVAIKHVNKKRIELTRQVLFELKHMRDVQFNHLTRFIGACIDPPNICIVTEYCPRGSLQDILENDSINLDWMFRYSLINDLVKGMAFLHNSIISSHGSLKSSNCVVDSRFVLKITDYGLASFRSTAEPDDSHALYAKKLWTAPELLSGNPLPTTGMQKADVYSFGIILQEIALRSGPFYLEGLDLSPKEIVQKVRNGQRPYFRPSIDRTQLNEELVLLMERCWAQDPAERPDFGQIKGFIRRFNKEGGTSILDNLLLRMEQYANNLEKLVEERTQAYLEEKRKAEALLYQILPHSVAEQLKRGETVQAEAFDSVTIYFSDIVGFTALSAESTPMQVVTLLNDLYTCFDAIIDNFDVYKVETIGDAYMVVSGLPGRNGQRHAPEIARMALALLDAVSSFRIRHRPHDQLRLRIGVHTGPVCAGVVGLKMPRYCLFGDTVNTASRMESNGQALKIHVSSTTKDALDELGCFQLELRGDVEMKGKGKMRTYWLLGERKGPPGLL
ARFGAP1 inh – inhibitors of rat ARFGAP1 GAP activity, primary screen, biochemical, fluorescence polarization, GDP tracer; 360,000 compounds, 0.26% hits; Arfgap1-stimulated ARF1 GTP hydrolysis, GDP FP detection; AID 651572, 2012; inhibition, % at 16.5 µM; ADP-ribosylation factor GTPase-activating protein 1 (Rattus norvegicus), Q62848;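 active means inhibition above a per-plate limit, mean inhibition of low control wells plus 3 SD, cut at about 25% in these data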;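 further: 0% = DMSO wells with enzyme and 100% = wells lacking Arfgap1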
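Assay system: purified rat His6-Arfgap1 residues 1-136 (GAP domain); Reagent: human Δ17 ARF1 bound to GTP; Dosing: 16.5 µM single point, 1.26% DMSO; Times: GTP hydrolysis reaction 2 h at 25 °C; Signal: FP, GDP Alexa 633 tracer displaced from anti-GDP antibody, 620/688 nm; Measure: % inhibition from polarization.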
DDE Tn6 FP inh – inhibitors of Tn6 peptide binding to fibrin DD(E), primary screen, biochemical, fluorescence polarization, human fibrin, Tn6 probe; Fibrinogen beta chain (Homo sapiens), P02675; Fibrin DD(E) TRITC-Tn6 fluorescence polarization displacement; inhibition, % at 8.3 µM; 370,000 compounds, 0.21% hits; AID 720509, 2013;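 active means inhibition above a per-campaign cutoff: mean of compounds within control limits plus 3 SD, cut at about 15% in these data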;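 further: 0% = median of all compound wells on the plate and 100% = blocking peptide control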
NPR1 activator – GC-A stimulated cGMP production enhancers – HEK293 GC-A cells, cGMP TR-FRET, EC30 ANP, primary screen; Atrial natriuretic peptide receptor 1 (Homo sapiens), P16066; 0% at EC30 ANP, 100% saturating ANP; activation, % at 10 µM; 370,000 compounds, 0.14% hits; AID 1671463, 2021; in the data active means activation above about 40%
proKLK7 act – proKLK7 zymogen activators, primary screen, biochemical, fluorescence intensity. Kallikrein-7 (Homo sapiens), P49862. purified proKLK7, EDANS-DABCYL substrate fluorescence; 100% is mature enzyme control, 0% vehicle. activation, % at 7 µM. 370,000 compounds, 0.9% hits. AID 652039, 2013;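 active means activation above the mean of all tested compounds plus 3 SD, computed per campaign excluding outliers beyond control limits, cut at about 13% in these data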
Active calls of the source: *; i = inactive; . = no result given.

#1 O=c1c2ccccc2cnn1Cc1n[nH]c(=S)n1-c1cc(Cl)cc(Cl)c1
#2 Cc1ccc(NC(=O)N2CCCn3c(SCC(=O)c4ccccc4)nnc32)cc1
#3 Cc1nc(SCC(=O)O)c(C#N)c(-c2ccco2)c1C(=O)N(C)C
#4 CCCCc1c(-c2ccccc2OC)ncn1CCc1cccc(F)c1
#5 Cc1cccc(OCC(=O)Nc2ccc(C(=O)c3ccc(C(=O)O)cc3)cc2)c1
#6 CCCCC(=O)Nc1ccccc1CC
#7 CCOC(=O)C1CCN(C(c2cccnc2)c2c(NC(=O)c3ccco3)sc(C)c2C)CC1 (stereo not given)
#8 CC(C)CC(=O)N(Cc1ccc(F)cc1)C1CCS(=O)(=O)C1 (stereo not given)

assay / compound	1	2	3	4	5	6	7	8
HGIII-sPLA2 inh	6	-14	4	-6	-16	11	-5	1
ADAM10 inh	0	-6	2	2	-9	2	0	2
rCAG binder	8	6	-1	-2	25	-2	1	-5
GAA850 FXN act	2.4	-0.2	1.5	.	3.0	0.8	-3.1	0.1
ASAP1 GAP inh	-1	1	7	6	0	-12	3	4
GC-B act	-6	1	2	-11	-2	4	-14	3
ARFGAP1 inh	-2	3	3	-9	-20	-3	2	-4
DDE Tn6 FP inh	3	7	-2	3	0	10	5	3
NPR1 activator	2	-5	6	-15	-2	3	-15	1
proKLK7 act	-0.4	0.5	0.9	-0.1	0.3	-0.6	1.5	0.1

#9 CC(=O)NCc1ccc(S(=O)(=O)N/N=C/c2ccc(Br)cc2)cc1
#10 CCCCNC(=O)N1CCc2[nH]c3ccccc3c2C1
#11 O=C(CN(c1ccccc1)S(=O)(=O)c1ccccc1)N1CCOCC1
#12 CCn1cc(C(=O)N2CCCC(C(=O)c3cccc(C(F)(F)F)c3)C2)cn1 (stereo not given)
#13 CCN(Cc1ccccc1)C(=O)COc1cc(=O)n(CC)c2ccccc12
#14 Cc1ccc(OCC2Cn3c(nc4c3c(=O)n(C)c(=O)n4C)O2)cc1 (stereo not given)
#15 O=C(Nc1cccnc1)c1noc2c1CCCC2
#16 Cc1cnc(C(=O)N(c2ccccc2)C(c2ccccc2)c2nc3ccccc3[nH]2)cn1 (stereo not given)

assay / compound	9	10	11	12	13	14	15	16
HGIII-sPLA2 inh	-4	-1	10	-4	-13	2	5	-1
ADAM10 inh	-2	-33	-15	-3	-3	5	12	-19
rCAG binder	2	4	-1	-1	-8	-1	-1	1
GAA850 FXN act	0.3	0.9	-0.2	0.5	-1.3	0.8	4.3	.
ASAP1 GAP inh	-4	6	4	-6	3	-25	10	3
GC-B act	3	0	3	5	0	0	-3	-6
ARFGAP1 inh	8	3	3	8	8	-1	8	21
DDE Tn6 FP inh	-4	0	5	5	-1	8	0	-2
NPR1 activator	1	1	1	8	-6	-3	-4	-8
proKLK7 act	-0.1	3.7	-0.2	0.6	0.1	-0.6	0.1	-0.2

#17 c1ccc2c(Cn3ccnc3)cccc2c1
#18 CCOCCCNc1nc2nc3ccc(C)cn3c(=O)c2cc1C(=O)NCC1CCCO1 (stereo not given)
#19 Cc1ccc(N2CCC(N3CCN(C)C(CCO)C3)CC2)cc1 (stereo not given)
#20 CCCCNC(=O)c1nc(-c2cccnc2OC)oc1-c1ccc(Cl)cc1
#21 O=C(CSCc1ccccc1)N1CCN(S(=O)(=O)c2cccc(F)c2)CC1
#22 COc1cccc(-c2nnc(NC(=O)c3cccc(F)c3)o2)c1
#23 C/C(Cl)=C/CSc1nn2c(=O)c3ccccc3nc2s1
#24 CC(=O)Nc1ccc(C(=O)NNC(=O)C2CC2)cc1

assay / compound	17	18	19	20	21	22	23	24
HGIII-sPLA2 inh	-4	5	-8	1	-4	-8	4	5
ADAM10 inh	1	i	-7	-27	-2	3	1	2
rCAG binder	-1	-1	-4	2	0	5	0	1
GAA850 FXN act	-0.3	0.9	1.4	.	-1.0	-2.9	2.3	0.8
ASAP1 GAP inh	-2	-1	-1	-5	-2	-9	-15	-9
GC-B act	7	-2	8	9	0	3	2	6
ARFGAP1 inh	-3	-1	15	8	7	-3	8	15
DDE Tn6 FP inh	6	3	2	0	-7	-5	-6	2
NPR1 activator	-3	19	0	9	-5	2	0	0
proKLK7 act	0.5	55*	0.1	0.3	-0.4	0.7	0.0	0.2

#25 CC(NS(=O)(=O)c1ccc(Br)cc1)C(=O)Nc1nc2ccccc2[nH]1 (stereo not given)
#26 CC(C)NC(=O)C1(C)CSCC(=O)N1Cc1cccs1 (stereo not given)
#27 CN(C(=O)CSc1nc2c(c(=O)[nH]1)CCC2)c1ccccc1
#28 CCC(C)c1ccc(C(CC)NC(=O)C2CCCO2)cc1 (stereo not given)
#29 COCCn1c(SCC(=O)c2ccc(Cl)cc2)nnc1C(C)C
#30 CCC(CC)NC(=O)Nc1ccccc1C(F)(F)F
#31 CCC(=O)N1c2ccccc2-c2nnc(SC)nc2OC1c1ccc(OC)c(OC)c1 (stereo not given)
#32 COC(=O)c1ccc(C(C(=O)NC2CCCCC2)N(Cc2ccc(F)cc2)C(=O)Cc2cccs2)cc1 (stereo not given)

assay / compound	25	26	27	28	29	30	31	32
HGIII-sPLA2 inh	-2	1	6	-1	-6	1	10	2
ADAM10 inh	-4	-7	-5	-2	5	-2	6	4
rCAG binder	3	2	-2	-5	-3	-1	3	2
GAA850 FXN act	3.3	.	-0.9	0.9	1.2	2.2	1.0	1.7
ASAP1 GAP inh	2	4	-1	-2	7	8	2	-7
GC-B act	-2	0	-1	6	4	-2	-13	3
ARFGAP1 inh	7	-4	17	-10	-13	15	15	-3
DDE Tn6 FP inh	-9	1	2	8	-4	-5	0	-2
NPR1 activator	1	-2	2	0	1	2	-6	-2
proKLK7 act	0.4	0.6	0.2	0.4	1.1	0.0	7.7	1.1

#33 CC(C)CCOc1ccc(Cl)cc1CN1CCOCC1
#34 Cc1ccc(NC(=O)Nc2c(C)[nH]c(=O)[nH]c2=O)cc1Cl
#35 CN(Cc1cccs1)C(=O)C1CCN(S(=O)(=O)c2ccccc2)CC1
#36 CC(=O)Nc1sc(C)c(C)c1C(=O)OCC(=O)N(CC(C)C)c1c(N)n(Cc2ccccc2)c(=O)[nH]c1=O
#37 O=C(Nc1ccc(C(F)(F)F)cc1[N+](=O)[O-])O[C@H]1[C@H](Cc2ccccc2)NS(=O)(=O)[C@H]2C[C@@H]3C=C[C@]12O3
#38 COc1ccc(-c2nc(NCCCN(C)C)c3ccccc3n2)cc1
#39 O=C(O)c1ccc(NS(=O)(=O)c2ccc(N3C(=O)CCC3=O)cc2)cc1
#40 CCN(C(=O)COC(=O)c1cccc(S(=O)(=O)N2CCOCC2)c1)C1CCS(=O)(=O)C1 (stereo not given)

assay / compound	33	34	35	36	37	38	39	40
HGIII-sPLA2 inh	3	-1	-1	10	-1	3	1	2
ADAM10 inh	-4	-1	-11	0	29*	-18	-3	-4
rCAG binder	-8	1	1	1	6	-2	-1	-3
GAA850 FXN act	-0.4	0.7	1.1	-0.4	-1.6	3.3	-0.1	0.0
ASAP1 GAP inh	-7	-2	10	-12	0	9	1	-10
GC-B act	-5	2	-4	-4	-4	-8	5	-4
ARFGAP1 inh	-3	8	12	0	9	-8	9	-2
DDE Tn6 FP inh	11	-5	1	-12	-7	5	8	-3
NPR1 activator	-4	4	4	1	0	2	2	3
proKLK7 act	0.8	-0.3	-0.1	0.3	0.0	2.1	-0.9	-0.4

#41 CC(NC(=O)c1cccc(S(=O)(=O)N2CCCCCC2)c1)c1ccccc1 (stereo not given)
#42 Cc1cccc(CN2CCN(C3CN(Cc4cn(Cc5ccccc5C(F)(F)F)nn4)S(=O)(=O)C3)CC2)c1 (stereo not given)
#43 COc1ccccc1N1CCN(C(=O)c2sc3nc(C)nc(N4CCN(c5ccccn5)CC4)c3c2C)CC1
#44 CC(=O)Nc1cc2c(ccc3ccccc32)oc1=O
#45 COC(=O)C(CN)CN1C(=O)c2ccccc2C1=O (stereo not given)
#46 c1cc(CNc2ccc3c(c2)OCO3)ccn1
#47 O=C(NCC(c1ccco1)N1CCc2ccccc2C1)c1ccc([N+](=O)[O-])cc1 (stereo not given)
#48 CCC(C(=O)OC)n1cnc2c(nnn2-c2ccccc2)c1=O (stereo not given)

assay / compound	41	42	43	44	45	46	47	48
HGIII-sPLA2 inh	-6	-3	0	-2	3	-4	-1	10
ADAM10 inh	-5	-5	18	i	3	-43	-4	-10
rCAG binder	-4	-1	1	1	1	-14	-1	-1
GAA850 FXN act	-0.3	.	-1.4	4.2	.	2.5	0.5	2.5
ASAP1 GAP inh	-5	5	7	-4	.	-24	-11	-4
GC-B act	-2	-3	-1	-5	1	-16	-2	0
ARFGAP1 inh	4	-3	8	7	.	-1	2	15
DDE Tn6 FP inh	-1	2	-1	-3	-5	16*	-4	-8
NPR1 activator	-2	2	-1	-3	4	-29	1	0
proKLK7 act	-0.3	0.2	0.2	23*	-0.2	-1.0	-0.4	0.3

#49 COc1ccc(/C=C/c2cc(C(=O)O)c3ccccc3n2)cc1
#50 Cn1c(CNC(=O)CNC(=O)c2ccccc2)cc(=O)n(C)c1=O
#51 Fc1ccc(C2CC(c3ccc(F)cc3)n3ncnc3N2)cc1 (stereo not given)
#52 O=c1cc(-c2ccccc2)nc2nc(CCc3ccccc3)[nH]n12

assay / compound	49	50	51	52
HGIII-sPLA2 inh	-109	6	-5	6
ADAM10 inh	-104	-7	-1	-5
rCAG binder	4	-1	-4	9
GAA850 FXN act	0.9	-1.0	0.8	0.5
ASAP1 GAP inh	3	5	1	-10
GC-B act	-10	6	1	-5
ARFGAP1 inh	-8	-9	1	-5
DDE Tn6 FP inh	9	-6	-1	-3
NPR1 activator	3	4	3	1
proKLK7 act	13*	0.1	-0.1	0.0
